Source: PubChem (National Center for Advancing Translational Sciences (NCATS))
TexasRed fluor: Texas Red fluorescence interference in TRb-SRC2 counter-screen. TRb/SRC2 Texas Red total fluorescence interference. Potency, µM (top dose mostly 106 µM), without a hit: at the highest dose fluorescence change, negative = quenching. 280,000 tested, 0.29% active. AID 1479; active = well fitted curve in either direction with a large enough effect; inconclusive = small, poorly fitted or top-dose-only effect
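Human TRb ligand-binding domain at 0.6 uM with 20 nM Texas Red SRC2 peptide in Tris buffer containing 1 uM T3 and 5% DMSO, incubated with compound 5 h at ambient temperature. Total fluorescence (555/632 nm) calculated as parallel + 2 × perpendicular.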
RGS12 GoLoco inh: blocks human Gai1 binding to RGS12 GoLoco peptide, red readout; P63096; Gai1:RGS12 GoLoco peptide FP, rhodamine, 10 min; Potency, µM (titrated, usually from 61.6 µM), inactives show at the top dose activity, negative = inhibition, most hits filed as inhibitors; 230,000 tested, 0.44% active; active = well fitted inhibition curve with a large enough effect, not every such curve was filed as active; inactive = no such curve, though single readings can be large or run the other way; also: nearly all actives have a fitted effect of over 30% in size; many of its hits are not listed in these tables
Target sequence (P63096 whole entry, looked up): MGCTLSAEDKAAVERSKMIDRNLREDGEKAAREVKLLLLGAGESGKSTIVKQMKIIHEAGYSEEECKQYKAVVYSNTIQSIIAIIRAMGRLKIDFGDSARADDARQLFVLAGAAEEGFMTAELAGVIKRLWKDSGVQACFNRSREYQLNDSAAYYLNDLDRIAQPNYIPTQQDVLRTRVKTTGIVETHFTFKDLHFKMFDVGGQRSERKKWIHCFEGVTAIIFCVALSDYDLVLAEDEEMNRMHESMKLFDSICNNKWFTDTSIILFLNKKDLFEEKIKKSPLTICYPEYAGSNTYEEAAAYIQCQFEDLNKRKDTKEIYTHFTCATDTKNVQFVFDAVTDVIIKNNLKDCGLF
Tau ThT inhib: inhibitors of human tau fibril formation, thioflavin T binding; Potency, µM (series often up to 57.4 µM), inactives show top-dose activity, negative = inhibition, most hits filed as inhibitors; AID 1460; recombinant tau K18 P301L, heparin-induced fibrillization, ThT fluorescence; P10636; 270,000 tested, 2.1% active; also: nearly all actives have a fitted effect of over 55% in size
Target sequence (P10636 561-689 P618L limits assumed): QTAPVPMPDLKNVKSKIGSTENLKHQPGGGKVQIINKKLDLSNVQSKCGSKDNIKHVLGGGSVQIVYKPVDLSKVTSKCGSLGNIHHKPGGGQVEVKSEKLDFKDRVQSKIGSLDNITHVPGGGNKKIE
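Fibril formation assay: tau K18 P301L at 15 uM with trace Alexa 594 label, heparin inducer 20 uM, pH 7 sodium acetate buffer, 37 C for 6 hr; endpoint ThT signal.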
TRb SRC2 PPI: TRbeta-SRC2 interaction inhibition. P10828. 280,000 tested, 0.065% active. TRbeta-SRC2 peptide binding, fluorescence polarization; receptor liganded with 1 µM T3. Potency, µM (titrated, usually from 106 µM), inactives show at the top dose activity change, negative = inhibition, hits mostly inhibitors;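 also: plate controls were bound peptide for no effect and peptide without receptor for full effect; nearly all actives have a fitted effect of over 50% in size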
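Each compound concentration gave % activity, normalized to unbound and bound Texas Red SRC2 controls, from polarization read after 5 hr ambient incubation with T3-loaded human TRb LBD.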
KDM4E inh: JMJD2E (human) inhibition; B2RXH2; JMJD2E catalytic domain, FDH-coupled NADH fluorescence (FDH is formaldehyde dehydrogenase); 230,000 tested, 1.6% active; Potency, µM (doses to about 57.1 µM), for the others: at the highest dose activity change, negative = inhibition, actives largely listed as inhibitors; active = well fitted inhibition curve with a large enough effect, not every such curve was filed as active; inconclusive = small, poorly fitted or top-dose-only effect, or another doubt; inactive = no such curve, though single readings can be large or run the other way;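 also: 0% = wells with enzyme and -100% = buffer wells without enzyme; nearly all actives have a fitted effect of over 50% in size; many of its hits are not listed in these tables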
Target sequence (B2RXH2 1-337 limits assumed): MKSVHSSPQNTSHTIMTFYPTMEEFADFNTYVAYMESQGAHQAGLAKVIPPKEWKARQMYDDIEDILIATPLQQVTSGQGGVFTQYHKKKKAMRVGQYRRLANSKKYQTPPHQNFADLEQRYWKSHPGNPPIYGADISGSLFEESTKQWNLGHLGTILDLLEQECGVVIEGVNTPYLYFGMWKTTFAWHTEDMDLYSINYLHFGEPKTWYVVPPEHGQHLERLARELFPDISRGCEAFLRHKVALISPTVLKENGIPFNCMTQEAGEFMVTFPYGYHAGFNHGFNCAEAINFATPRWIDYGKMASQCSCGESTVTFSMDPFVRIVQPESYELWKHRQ
Tau FP inhib: tau fibrillization inhibition (FP). K18 P301L tau heparin fibrillization, Alexa594 FP, 6 h. Potency, µM (series often up to 57.7 µM), inactives show at the top dose activity, negative = inhibition, hits mostly inhibitors. 280,000 tested, 0.39% active. AID 1468; also: nearly all actives have a fitted effect of over 55% in size
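Recombinant K18 P301L […], labeled with Alexa 594 at 0.24 uM over 15 uM unlabeled; heparin inducer 20 uM final; 37 C, 6 hr; FP endpoint.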
RECQ1 inh: inhibitors of human RECQ1 DNA helicase; P46063; RECQ1 DNA unwinding, red fluorescence kinetic read; Potency, µM (series often up to 57.3 µM), without a hit: top-dose activity, negative = inhibition, actives largely listed as inhibitors; 240,000 tested, 0.54% active; AID 2549;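 also: plate controls were vehicle for no effect and no enzyme for full effect; nearly all actives have a fitted effect of over 30% in size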
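RECQ1T1 50 nM; forked duplex (20 bp + 30-nt ss tails) 200 nM, ATP 2 mM final; pH 8.0, 2 mM MgCl2, 2.5 ug/ml poly(dI-dC); 15 min compound preincubation; discontinuous kinetic read over 2 h at RT.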
L3MBTL1 block: inhibitors of human L3MBTL1 | Q9Y468 | AlphaScreen L3MBTL1–H3K9me1 peptide binding | Potency, µM (highest dose often 57.1 µM), without a hit: top-dose activity, negative = inhibition, hits mostly inhibitors | 230,000 tested, 0.66% active; also: nearly all actives have a fitted effect of over 60% in size
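AlphaScreen proximity signal between nickel-chelate acceptor and streptavidin donor beads (final 10 ug/mL) reports binding of 50 nM L3MBTL1 to 75 nM biotin-H3 K9me1 peptide; complex incubated with compounds 30 min at room temperature; cefsulodin titration as control.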
Active calls of the source: *; i = inactive; ? = inconclusive; / = no result given; & = joins results of further samples; [ ] = remark or other dose. Unless noted, calls follow the shape of the dose curve; as a rule, active = well fitted curve in the direction sought with a large enough effect; inconclusive = small, poorly fitted or top-dose-only effect, or another doubt; inactive = no such curve, though single readings can be large; an effect the other way counts as inactive or inconclusive. Unless noted, % is scaled to controls: 0 for no effect and ±100 for the full control effect; potency is read from the fitted curve at half-maximal effect. A portion of the library. The share of hits here may be higher or lower than overall.

Results follow in this order: TRb SRC2 PPI	KDM4E inh	Tau FP inhib	RECQ1 inh	L3MBTL1 block	Tau ThT inhib	RGS12 GoLoco inh	TexasRed fluor
- COc1cccc(NC(=S)NC2CC3CCCC(C2)N3CC(C)C)c1 (stereo unspecified)
→ 2%	-7%	-7%	-10%	9%	-8%	15%	-2%
- Cn1cc(CCCC(=O)NCc2ccc(F)cc2)c2ccccc21
→ 4%	/	-7%	/	/	12%	/	2%
- CN(CC(=O)Nc1cccnc1)S(=O)(=O)c1cc(Cl)ccc1Cl
→ 1%	-9%	2%	3%	/	5%	1%	-1%
- Cc1cccc(NC(=O)CSc2nnc3c4ccccc4n(C)c3n2)c1
→ 8%	/	-6%	/	/	?	/	-1%
- CCCC1(c2ccccc2)NC(=O)N(CC(=O)Nc2sc(-c3ccccc3)cc2C(=O)OCC)C1=O (stereo unspecified)
→ -17%	1%	-17%	21%	/	-4%	-2%	-1%
- COc1ccc(C(=O)Nc2ccc(OCc3cc(=O)n4ccsc4n3)cc2)cc1OC
→ 2%	/	-6%	/	/	?	/	1%
- Cc1ccc(C(C(=O)NC2CCCCC2)N(C(=O)Cc2c[nH]c3ccccc23)c2ccccc2)o1 (stereo unspecified)
→ -7%	-9%	-1%	-20%	6%	3%	-14%	4%
- O=[n+]1cc(-c2ccc(Cl)cc2)n([O-])c2c1CCC2
→ -4%	6%	-1%	i	6%	5%	4%	-3%
- Cc1ccc(-n2ncc(C(=O)NCCc3ccsc3)c2C2CCN(C(=O)OC(C)(C)C)CC2)c(C)c1
→ 6%	/	4%	/	/	-16%	/	-7%
- CC(=O)N(Cc1cccnc1)Cc1cc2ccc(C)cc2[nH]c1=O
→ -2%	?	5%	-18%	9%	-3%	4%	0%
- CCN(CC)S(=O)(=O)c1cccc(C(=O)Oc2cccc(NC(=O)c3cccs3)c2)c1
→ 0%	-30%	?	-7%	5%	-5%	-20%	-4%
- Cc1cc(C)c(NC(=O)Cn2nnc(-c3ccccc3)n2)c(C)c1
→ 8%	/	-14%	/	/	-2%	/	-14%
- CCc1ccccc1NC(=O)Cn1cc(C(=O)c2ccncc2)c(=O)c2cc(C)ccc21
→ -6%	/	-5%	/	/	?	/	-3%
- COc1ccc(Oc2ccc(N/C=C3/CCCC3=O)cc2)cc1
→ 15%	?	14%	-1%	-2%	-20%	2%	1%
- Cc1cccc(-n2nnnc2SCC(=O)N(CC(C)C)c2c(N)n(CC(C)C)c(=O)[nH]c2=O)c1
→ -6%	-10%	-4%	-11%	5%	2%	1%	-4%
- Cc1ccc(CSc2nn3c(=O)c(C)nnc3s2)cc1
→ -4%	7%	1%	-10%	-3%	-12%	3%	-3%
- COc1ccc(-n2c(SCC(=O)Nc3cc(C)on3)nc3ccccc3c2=O)cc1Cl
→ 6%	0%	7%	18%	-29%	18%	5%	3%
- O=C(COC(=O)c1nc(Cl)ccc1Cl)c1ccc(Cl)s1
→ 6%	?	-7%	-15%	-1%	-4%	5%	6%
- COC(=O)c1c(NC(=O)c2ccc(Cl)c(Cl)c2)sc2c1CCCC2
→ 9%	/	-4%	/	/	-15%	/	0%
- Cc1ccc(CSc2nc(-c3ccc(C(C)(C)C)cc3)nc3cc(=O)[nH]n23)cc1
→ -1%	/	-3%	/	/	1%	/	-1%
- Cc1ccc(CNC(=O)c2ccc3nc(SCc4ccc(F)cc4)[nH]c3c2)cc1
→ 1%	/	22µM*	/	/	3%	/	-25%
- Cc1no[n+]([O-])c1COc1ccc(/C=C(\C#N)C(N)=O)cc1
→ -4%	5%	5%	i	-5%	1%	6%	-3%
- COc1cc(OC)c(OC)cc1/C=N/n1c(-c2n[nH]c3c2CCC3)n[nH]c1=S
→ -3%	?	-1%	-1%	0%	?	23%	-2%
- Cc1ccc(CNC(=O)c2ccc[nH]2)cc1
→ 1%	?	4%	i	3%	-5%	16%	-4%
- COc1ccc(Cc2nc(-c3cccc(C)c3)no2)cc1
→ -5%	12%	-7%	-11%	/	-17%	9%	-2%
- COc1cccc(CN(Cc2ccco2)S(=O)(=O)c2ccc(S(=O)(=O)NCc3ccccc3)cc2)c1OC
→ -8%	-9%	1%	-9%	-8%	3%	5%	0%
- Fc1ccccc1NC(=S)NNc1ncc(C(F)(F)F)cc1Cl
→ -11%	-7%	3%	i	/	-15%	68%	2%
- O=S(=O)(c1cccs1)N1CN(Cc2ccco2)c2nc3ccccc3nc21
→ ?	?	?	-6%	?	22µM*	16%	?
- COc1ccc(NC(=O)Nc2nnc(N3CCC(C)CC3)s2)cc1OC
→ 2%	-8%	?	-14%	6%	-15%	-4%	-1%
- Cc1[nH]c2ccccc2c1C(=O)COC(=O)CCS(=O)(=O)c1ccccc1Cl
→ -20%[53 µM]	-6%	-11%	i	-4%	-1%	4%	0%[53 µM]

Brought forward from above: 2 entries, followed by the next part.
Results follow in this order: TRb SRC2 PPI	KDM4E inh	Tau FP inhib	RECQ1 inh	L3MBTL1 block	Tau ThT inhib	RGS12 GoLoco inh	TexasRed fluor
- COc1ccc(NC(=O)Nc2nnc(N3CCC(C)CC3)s2)cc1OC
→ 2%	-8%	?	-14%	6%	-15%	-4%	-1%
- Cc1[nH]c2ccccc2c1C(=O)COC(=O)CCS(=O)(=O)c1ccccc1Cl
→ -20%[53 µM]	-6%	-11%	i	-4%	-1%	4%	0%[53 µM]
- OCCNCc1cc(Br)ccc1OCc1ccccc1Cl
→ 1%	-2%	4%	4%	-4%	3%	-3%	2%
- Cc1cc(NC(=O)c2cccs2)n(-c2ccccc2)n1
→ 1%	8%	-2%	-4%	/	-12%	10%	-4%
- O=C(Cn1cc(S(=O)(=O)c2ccccc2)c(=O)c2cc3c(cc21)OCO3)Nc1ccc(Cl)cc1
→ -2%	/	-7%	/	/	?	/	0%
- COc1ccc(C(=O)NC(CO)c2nnc(SCc3ccc(Cl)c(Cl)c3)n2C)cc1 (stereo unspecified)
→ 3%	0%	4%	?	2%	-1%	4%	1%
- Cc1ccc(NC2OC(C(O)CO)C(O)C2O)cc1[N+](=O)[O-] (stereo unspecified)
→ 5%	3%	0%	i	9%	-2%	2%	-4%
- COc1ccccc1-c1nnc(SCC(=O)N2CC(C)CC(C)C2)o1 (stereo unspecified)
→ -18%	?	12%	-5%	-12%	0%	7%	1%
- COc1ccc(/C=C/C(=O)NC(=S)Nc2ccc(S(N)(=O)=O)cc2)cc1
→ -5%	-6%	4%	-11%	6%	-14%	7%	-8%
- O=C(N/N=C(\CC(=O)c1cccs1)C(F)(F)F)c1ccncc1
→ 2%	?	8%	-5%	-21%	14µM*	113%[activator]	-2%
- CNC(=O)c1cc2c(cn1)[nH]c1ccccc12
→ -3%&-1%&1%	?	3%&-5%&-7%	-7%&19%	/	?	-4%&12%&0%	2%&-1%&-4%
- COc1ccc(C(=O)CN2C(=O)C(C)(C)Oc3ccc(C(=O)N4CCCCCC4)cc32)cc1
→ 3%	4%	0%	-6%	-1%	-8%	-1%	0%
- COC(=O)c1ccc(COc2ccc(-c3nnn(CC(=O)NC(C)(C)C)n3)cc2)cc1
→ 0%	-1%	3%	2%	7%	-5%	11%	-1%
- COc1ccc(-n2nc3cc(C)c(NC(=O)COc4cccc(C)c4)cc3n2)cc1
→ 1%	/	-1%	/	/	?	/	1%
- Cc1ccccc1NC(=O)N1CCN(S(=O)(=O)c2ccccc2)CC1
→ 1%	9%	-13%	2%	5%	-14%	-6%	1%
- COc1cccc(NC(=O)COC(=O)COc2ccccc2[N+](=O)[O-])c1
→ 4%	17%	5%	i	-11%	0%	10%	0%
- CCOC(=O)OCC1OC(c2ccc(C(C)=O)cc2)C=CC1Oc1ccc(-c2ccccc2)cc1 (stereo unspecified)
→ 4%[11.2 µM]	/	-3%[11.6 µM]	17%[11.5 µM]	/	?	/	-1%[11.2 µM]
- O=C(c1ccccc1Oc1ccccc1)N1CCN(c2ccccc2)CC1
→ -10%	1%	-11%	-2%	-5%	?	2%	-4%
- Oc1oc(-c2ccccc2Br)nc1C=Nc1ccc(Br)cn1
→ 1%	?	?	-15%	/	?	32%[activator]	-1%
- CCOC(=O)c1cc(NC(=O)c2cnccn2)cc(C(=O)OCC)c1
→ -17%	-20%	-7%	i	/	1%	13%	1%
- O=C(CCS(=O)(=O)c1nc(-c2ccc3c(c2)OCO3)cc(C(F)(F)F)n1)Nc1ccc(F)c(Cl)c1
→ -9%	/	-8%	/	/	-9%	/	-2%
- COc1ccc(Oc2nnc(-c3ccccc3)cc2C#N)cc1
→ 1%	-3%	-6%	i	4%	-5%	12%	-9%
- CCCCCOc1ccc(C(=O)N(Cc2ccccc2)C2CCS(=O)(=O)C2)cc1 (stereo unspecified)
→ 11%	/	10%	/	/	-10%	/	-3%
- O=C1CC(N2CCN(C/C=C/c3ccccc3)CC2)C(=O)N1Cc1cccs1 (stereo unspecified)
→ -14%	-3%	5%	-4%	4%	0%	9%	-1%
- CCN(C(=O)c1cc(Cl)ccc1OC)c1ccccc1
→ -3%	2%	-9%	6%	/	-7%	6%	-5%
- COc1ccc(-n2nc(C)c3onc(C)c3c2=O)cc1
→ 0%	?	-3%	i	16%	-5%	6%	-7%
- CCOc1ccc(N(CC(=O)Nc2cccc(OC)c2)S(=O)(=O)c2c(C)noc2C)cc1
→ 7%	2%	-4%	-11%	3%	1%	0%	1%
- COC(=O)c1ccc(OCc2cc(=O)n3ccsc3n2)cc1
→ -9%	5%	3%	4%	-5%	2%	4%	10%
- O=C(c1ccco1)N1CCN(c2nc(-c3ccc(F)cc3)cs2)CC1
→ 1%	0%	3%	-9%	-10%	?	39%[activator]	-1%
- O=[N+]([O-])C(=c1ccc2c(c1)N1C3=C(CCCC3)CC3CCCCC31N=2)[N+](=O)[O-] (stereo unspecified)
→ 1%	-22%	-14%	-14%	-29%	?	-12%	1%
- CCOC(=O)C1CCCN(c2nc3c(S(=O)(=O)c4ccc(Br)cc4)nnn3c3ccsc23)C1 (stereo unspecified)
→ -1%	/	-12%	/	/	4%	/	0%
- CC(=O)c1ccc(N2CCN(C(=O)CS(=O)(=O)c3cccc4nsnc34)CC2)cc1
→ 0%	/	5%	/	/	-18%	/	-1%
- CN(C)c1ccc(CNC(=O)CCS(=O)(=O)c2ccc3c(c2)oc(=O)n3C)cc1
→ 0%	/	-9%	/	/	-12%	/	-4%
